GAA glycogen: inhibitors or activators of human alpha-glucosidase glycogen cleavage; recombinant GAA, glycogen substrate, Amplex Red glucose oxidase fluorescence; P10253; actives 0.38% (n = 300,000); Potency, µM (titrated, usually from 76.4 µM), inactives show top-dose activity change, negative = inhibition, actives largely listed as inhibitors; active = well fitted inhibition curve with a large enough effect; inconclusive = small, poorly fitted or top-dose-only effect, or another doubt; inactive = no such curve, though single readings can be large or run the other way;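 also: 0% = full enzyme reaction and -100% = no-enzyme basal signal; the screen sought inhibitors and activators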
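Natural-substrate format: glycogen cleavage by 4 nM human enzyme, glucose read by Amplex Red coupling (Ex 573, Em 610 nm). Normalized to enzyme and no-enzyme controls.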
Active calls of the source: *; [ ] = dose if it differs, or a comment. Potency is read from the fitted curve at half-maximal effect.

CCOc1ccc(-n2nc3ccc(NC(=O)CC)cc3n2)cc1 was read as GAA glycogen -5.0%[76.3 µM].
`CCOc1ccc(S(=O)(=O)NC2CCCC2)cc1` gave GAA glycogen -6.2%[76.3 µM].
`O=S1(=O)CCOC[C@H](CC2CCCCC2)N1Cc1ccccc1F` gave GAA glycogen -15.4%[76.3 µM].
`CCOc1ccccc1NS(=O)(=O)c1ccc(-n2cccn2)cc1` gave GAA glycogen -8.2%[76.3 µM].
CCCCCC1CCC(C(=O)N2CCOCC2)CC1 (centres undefined) was read as GAA glycogen 4.4%[76.3 µM].
Screening O=C(NCCOc1ccc(F)cc1)C1CCN(S(=O)(=O)c2ccccc2)CC1 returned GAA glycogen -1.5%[76.3 µM].
For CCc1ccccc1NC(=O)COc1ccc(N2CC(C(N)=O)CC2=O)cc1 (centres undefined) the results were GAA glycogen 1.5%.
O=C1COc2ccc(S(=O)(=O)NCc3ccccc3)cc2N1 was read as GAA glycogen -4.8%.
CCCCS(=O)(=O)N1CCCC(C(=O)N2CCOCC2)C1 (centres undefined) was read as GAA glycogen 11.9%[76.3 µM].
For COc1cccc(NC(=O)Nc2nnc(Cc3ccc(F)cc3)s2)c1 the results were GAA glycogen 2.9%.
`COc1ccc(CC(=O)NCCN2CCOCC2)cc1` gave GAA glycogen 2.0%.
CCOc1ccc(C2C(C(=O)c3ccco3)=C(O)C(=O)N2CCCn2ccnc2)cc1OC (centres undefined) was read as GAA glycogen -20.2%[76.3 µM].
For O=C(O)c1ccc(OCCCCCCOC2CCCCO2)cc1 (centres undefined) the results were GAA glycogen -1.9%.
Screening CC(C)(C)C(=O)Nc1ccc(C(=O)Nc2cc(NC(=O)c3ccc(NC(=O)C(C)(C)C)cc3)cc(C(=O)O)c2)cc1 returned GAA glycogen 16.1%[76.3 µM].
O=C(Nc1ccc(F)cc1)c1cccc2c1C(=O)N(CC1CCCO1)C2 (centres undefined) was read as GAA glycogen 13.2%[76.3 µM].
For Cc1cc(=O)n(C(C)(C)C)c(=O)n1Cc1ccccc1 the results were GAA glycogen -2.8%.
CCN1CCN(C(CNS(=O)(=O)c2ccc(F)cc2)c2cccnc2)CC1 (centres undefined) was read as GAA glycogen -2.4%[76.3 µM].
`CCNc1nc(SCC(N)=O)nc2sc3c(c12)CCN(C)C3` gave GAA glycogen inconclusive.
`CCCC1(c2ccccc2)NC(=O)NC1=O` (centres undefined) gave GAA glycogen 2.8%.
`O=C(NC1CCN(C(=O)NCc2ccccc2)CC1)c1cccc(F)c1` gave GAA glycogen -5.9%.
For CCOC(=O)CC(NS(=O)(=O)c1ccc2[nH]c(=O)sc2c1)c1ccc(C)cc1 (centres undefined) the results were GAA glycogen -0.7%.
For COc1cc(C(=O)N/N=C/c2ccc(OC(=O)c3ccccc3Cl)cc2)ccc1O the results were GAA glycogen 3.8%[76.3 µM].
`Fc1ccccc1N1CCN(Cc2cc(-c3ccccc3)on2)CC1` gave GAA glycogen -0.2%.
CCc1ccccc1Nc1ncnc2ccccc12 was read as GAA glycogen 3.0%.
Cc1ccc(-n2ncc3c(SCC(=O)NNC(=O)C(C)C)ncnc32)cc1 was read as GAA glycogen 0.5%.
Screening COC(=O)c1ccccc1NC1=C/C(=N\S(=O)(=O)c2ccc(C(=O)O)cc2)c2ccccc2C1=O returned GAA glycogen 2.9%.
CN(C)CCNC(=O)C(=O)NCC(c1ccc2c(c1)OCO2)N1CCN(c2ccc(F)cc2)CC1 (centres undefined) was read as GAA glycogen -7.3%[76.3 µM].
For Cc1ccc(CNC(=O)C2CCC(=O)N(CCc3cccc(F)c3)C2)cc1 (centres undefined) the results were GAA glycogen -0.9%[76.3 µM].
For Cc1ccc(C(=O)O)cc1NC(=O)Nc1cccc2ccccc12 the results were GAA glycogen 0.8%[76.3 µM].
CSc1nc(NS(=O)(=O)c2cc(C)c(Cl)cc2Cl)nn1C was read as GAA glycogen 1.5%[76.3 µM].
`O=C(COc1ccc(Br)cc1Cl)NC(=S)Nc1ccccn1` gave GAA glycogen -2.7%[76.3 µM].
CCOc1ccc(S(=O)(=O)N2CCCC(C(=O)N3CCOCC3)C2)cc1C (centres undefined) was read as GAA glycogen 2.6%[76.3 µM].
CCC1CCCCN1C(=O)CCS(=O)(=O)c1ccccc1 (centres undefined) was read as GAA glycogen -6.4%[76.3 µM].
Screening CN(Cc1ccccc1F)C(=O)c1sccc1-c1ccccc1 returned GAA glycogen 3.7%[76.3 µM].
For Cc1ccc(C)c(N2CCN(C(=O)c3cc4c(C)nc5ccccc5c4o3)CC2)c1 the results were GAA glycogen -9.0%[76.3 µM].
For CCOc1ccccc1N1CCN(C(=O)NC(C)c2ccc(F)c(F)c2)CC1 (centres undefined) the results were GAA glycogen 2.4%.
For O=C(NCc1ccccc1)C(c1ccco1)N(C(=O)c1csnn1)c1ccccc1 (centres undefined) the results were GAA glycogen 2.4%.
`CS(=O)(=O)c1cccc(C(=O)Nc2cccc(-c3nc4ccccc4[nH]3)c2)c1` gave GAA glycogen 3.2%[76.3 µM].
CCn1c(CNC(=O)c2cccc(C)c2)nnc1SCC(=O)N1CCOCC1 was read as GAA glycogen -6.8%[76.3 µM].
For Cc1cn(CC(=O)c2ccccc2)c2ccccc12 the results were GAA glycogen 3.1%[76.3 µM].

Reprinted from above for reference:
Screening CN(Cc1ccccc1F)C(=O)c1sccc1-c1ccccc1 returned GAA glycogen 3.7%[76.3 µM].
For Cc1ccc(C)c(N2CCN(C(=O)c3cc4c(C)nc5ccccc5c4o3)CC2)c1 the results were GAA glycogen -9.0%[76.3 µM].
For CCOc1ccccc1N1CCN(C(=O)NC(C)c2ccc(F)c(F)c2)CC1 (centres undefined) the results were GAA glycogen 2.4%.

(further entries)
Nc1nonc1-n1nnc(C(=O)N/N=C/c2ccc(OCc3ccccc3F)cc2)c1CN1CCCCC1 was read as GAA glycogen 14.2%[76.3 µM].
Cc1ccccc1C1c2[nH]c3ccccc3c2C[C@H]2C(=O)N(c3ccccc3C(=O)NCCCN3CCOCC3)C(=O)N12 (some centres undefined) was read as GAA glycogen -6.7%[76.3 µM].
COc1cc(C(=S)N2CCOCC2)cc(OC)c1OS(=O)(=O)c1ccc(Cl)cc1 was read as GAA glycogen 0.7%[76.3 µM].
For CC(C)(CNC(=O)c1ccccc1NS(C)(=O)=O)N1CCCCC1 the results were GAA glycogen -9.4%.
For Nc1nc2ccc(Cc3ccncc3)cc2s1 the results were GAA glycogen -16.3%.
`CCc1c(C(=O)NCCc2cccc(C)c2)[nH]c(C)c1C(C)=O` gave GAA glycogen 2.9%.
`CC(=O)Nc1ccc(Nc2nc(-c3sc(NC(C)=O)nc3C)cs2)cc1` gave GAA glycogen -2.0%[76.3 µM].
CCOc1ccccc1NS(=O)(=O)c1ccc2[nH]c(=O)[nH]c2c1 was read as GAA glycogen -11.7%[76.3 µM].
For C/C=C(\C)CN1CCC(n2nccc2NC(=O)c2ccc3c(c2)OCO3)CC1 the results were GAA glycogen -2.9%[76.3 µM].
`CN(C)S(=O)(=O)c1ccc(C(=O)NCc2nc3ccccc3s2)cc1` gave GAA glycogen 4.8%.
For Cn1c(SCC(=O)Nc2ccc(NC(=O)c3cccc(F)c3)cc2)nnc1-c1ccncc1 the results were GAA glycogen 9.7%.
Screening COc1cccc(CCNC(=O)CCc2nnc(Cc3cc(OC)ccc3OC)o2)c1 returned GAA glycogen -2.5%[76.3 µM].
For CC(=O)C1=C(c2ccccc2)NC(=O)NC1c1ccccc1 (centres undefined) the results were GAA glycogen 15.8%[76.3 µM].
Cc1ccc(C)c(NC(=O)Nn2cnnc2)c1 was read as GAA glycogen -0.9%[76.3 µM].
For O=S(=O)(Nc1ccc(Cl)cc1)c1cccc2cccnc12 the results were GAA glycogen 1.8%.
For CS(=O)(=O)N(CC(=O)N1CCOCC1)c1cc(C(F)(F)F)ccc1Cl the results were GAA glycogen 1.3%[76.3 µM].
`CCC(C)NC(=O)C1CCC(CNS(=O)(=O)c2ccc3c(c2)CC(C)N3C(=O)C2CC2)CC1` (centres undefined) gave GAA glycogen -4.3%[76.3 µM].
CCN(CC)S(=O)(=O)c1ccc(N2CCCC2)c(NC(=O)c2c(-c3ccccc3)noc2C)c1 was read as GAA glycogen -0.6%.
COc1ccccc1CN1CCC(CNS(=O)(=O)c2cc(-c3cc(C)no3)ccc2C)CC1 was read as GAA glycogen 2.7%[76.3 µM].
For COc1ccc(-c2nc3ccccc3nc2-c2ccc(OC)cc2)cc1 the results were GAA glycogen 5.6%[76.3 µM].

Next part, overlapping the part above by two compounds.
COc1ccccc1CN1CCC(CNS(=O)(=O)c2cc(-c3cc(C)no3)ccc2C)CC1 was read as GAA glycogen 2.7%[76.3 µM].
For COc1ccc(-c2nc3ccccc3nc2-c2ccc(OC)cc2)cc1 the results were GAA glycogen 5.6%[76.3 µM].
Screening COc1ccc(-n2ncc3c(SCC(=O)NNC(C)=O)ncnc32)cc1 returned GAA glycogen 7.1%.
Screening COCCN1CCN(C(=O)c2cc(COc3ccc(Cl)cc3OC)on2)CC1 returned GAA glycogen -6.3%[76.3 µM].
For CCN(CC)C(=O)c1cc(S(=O)(=O)N2CCCCC2)c[nH]1 the results were GAA glycogen -10.6%[76.3 µM].
Screening CC(=O)c1ccc(Nc2c([N+](=O)[O-])ccc3nonc23)cc1 returned GAA glycogen -11.4%.
Screening COc1ccc(N2CCN(C(=O)c3ccc(Br)o3)CC2)cc1 returned GAA glycogen -21.0%[76.3 µM].
N#CCn1c(CN2CCCC2)nc2ccccc2c1=O was read as GAA glycogen -5.5%[76.3 µM].
Screening CC(=O)Nc1cc2nc(C)n(Cc3ccccc3[N+](=O)[O-])c2nc1C returned GAA glycogen -8.4%[76.3 µM].
`COc1ccc(CCNCCN2CCOCC2)cc1` gave GAA glycogen -7.1%[76.3 µM].
`Cc1ccc(CN2CC(C(=O)Nc3ccncc3)CC2=O)cc1` (centres undefined) gave GAA glycogen 1.8%[76.3 µM].
For CC(C)Cn1c(=O)c2ccccc2n2c(CCC(=O)O)nnc12 the results were GAA glycogen 2.0%.
Screening COc1ccc(-c2cc(C(=O)Nc3cc(Br)ccc3O)no2)cc1 returned GAA glycogen -21.1%.
CCc1nnc(NC(=O)c2ccc(COc3cccc(C)c3)o2)s1 was read as GAA glycogen 14.2%.
COc1cccc(N2CCN(C(=O)c3oc4ccccc4c3NC(=O)CCc3cc(OC)no3)CC2)c1 was read as GAA glycogen -8.1%[76.3 µM].
Screening Cc1ccc(-n2c(C)c(C)c3c(NCCCO)ncnc32)cc1 returned GAA glycogen -1.6%.
COc1ccc(/C=C2\SC(=O)N(CCC(=O)NC3CCS(=O)(=O)C3)C2=O)cc1 (centres undefined) was read as GAA glycogen -3.3%[76.3 µM].
For Fc1ccc(C2CCNCC2COc2ccc3c(c2)OCO3)cc1 (centres undefined) the results were GAA glycogen 4.7%.
Screening CCn1c(CNC(=O)c2cccc(C)c2)nnc1SCC(=O)Nc1nnc(C)s1 returned GAA glycogen -3.8%.
For CC(C)Oc1ccccc1-c1cc(C(=O)N/N=C/c2cccnc2)c2ccccc2n1 the results were GAA glycogen -6.1%[76.3 µM].
CCc1nnc(NC(=O)c2ccc(COc3ccccc3Cl)o2)s1 was read as GAA glycogen 6.5%.
Screening COCCn1c(C)nnc1SCC(=O)NNC(=O)c1ccc(Br)cc1 returned GAA glycogen 10.3%[76.3 µM].

Some of these compounds in order of count of non-hydrogen atoms, low to high:
For CCN(CC)C(=O)c1cc(S(=O)(=O)N2CCCCC2)c[nH]1 the results were GAA glycogen -10.6%[76.3 µM].
Screening Cc1ccc(-n2c(C)c(C)c3c(NCCCO)ncnc32)cc1 returned GAA glycogen -1.6%.
For Fc1ccc(C2CCNCC2COc2ccc3c(c2)OCO3)cc1 (centres undefined) the results were GAA glycogen 4.7%.
Screening CC(=O)Nc1cc2nc(C)n(Cc3ccccc3[N+](=O)[O-])c2nc1C returned GAA glycogen -8.4%[76.3 µM].
Screening COc1ccc(-n2ncc3c(SCC(=O)NNC(C)=O)ncnc32)cc1 returned GAA glycogen 7.1%.

More compounds
Screening COc1cccc(OC)c1OCCN1CCCC1 returned GAA glycogen -7.7%[76.3 µM].
CCS(=O)(=O)c1nc(S(=O)(=O)c2ccc(C)cc2)c(NCCCN2CCOCC2)s1 was read as GAA glycogen -4.6%[76.3 µM].
For CCOC(=O)C(N)CSC1CC(=O)N(c2ccc(OC)cc2)C1=O (centres undefined) the results were GAA glycogen 3.3%[76.3 µM].
CC1CCN(S(=O)(=O)c2ccc(C(=O)Nc3nnc(-c4ccco4)o3)cc2)CC1 was read as GAA glycogen 1.2%[76.3 µM].
O=C(N/N=C\c1ccccc1F)c1ccc(-c2ccccc2)cc1 was read as GAA glycogen -2.9%[76.3 µM].
Cc1nn(CCO)c2ncc(C(=O)c3cc(F)ccc3O)cc12 was read as GAA glycogen -8.7%.
For O=C(NCc1ccco1)C(c1ccncc1)N(C(=O)Cn1nnc2ccccc21)c1ccccc1 (centres undefined) the results were GAA glycogen -9.3%.
CC(=O)n1c(-c2ccccc2)c(CO)c2ccccc21 was read as GAA glycogen -6.9%[76.3 µM].
For CC(C)CCOP(=O)(c1ccc(N(C)C)cc1)C(O)c1c(Cl)cccc1Cl (centres undefined) the results were GAA glycogen -1.3%.
Cc1ccc(C(C)NC(=O)C2CCCC2)cc1C (centres undefined) was read as GAA glycogen -1.2%[76.3 µM].
Screening COC(=O)c1ccc(NC(=O)COc2ccc3c(c2)OCO3)cc1 returned GAA glycogen 0.6%.

Three records picked at random from the list so far:
CCC1CCCCN1C(=O)CCS(=O)(=O)c1ccccc1 (centres undefined) was read as GAA glycogen -6.4%[76.3 µM].
Screening CC(=O)Nc1cc2nc(C)n(Cc3ccccc3[N+](=O)[O-])c2nc1C returned GAA glycogen -8.4%[76.3 µM].
`O=S1(=O)CCOC[C@H](CC2CCCCC2)N1Cc1ccccc1F` gave GAA glycogen -15.4%[76.3 µM].

These rows are one share of the data. The share of hits here may be higher or lower than overall.
